Bioassay records: PubChem BioAssay, several laboratories
CHRM5 PAM: potentiates acetylcholine response at human M5 receptor; activation, % at 3 µM; AID 624038; CHO-K1 hM5, Fluo-8 calcium, ACh EC20 PAM; 0% = ACh EC20, 100% = ACh EC100; 360,000 tested, 0.3% active; P08912;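 active = activation above the run cutoff, the mean activation of all test compounds plus 3 SD, cut at about 18% in these data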
Target sequence (P08912 whole entry, looked up): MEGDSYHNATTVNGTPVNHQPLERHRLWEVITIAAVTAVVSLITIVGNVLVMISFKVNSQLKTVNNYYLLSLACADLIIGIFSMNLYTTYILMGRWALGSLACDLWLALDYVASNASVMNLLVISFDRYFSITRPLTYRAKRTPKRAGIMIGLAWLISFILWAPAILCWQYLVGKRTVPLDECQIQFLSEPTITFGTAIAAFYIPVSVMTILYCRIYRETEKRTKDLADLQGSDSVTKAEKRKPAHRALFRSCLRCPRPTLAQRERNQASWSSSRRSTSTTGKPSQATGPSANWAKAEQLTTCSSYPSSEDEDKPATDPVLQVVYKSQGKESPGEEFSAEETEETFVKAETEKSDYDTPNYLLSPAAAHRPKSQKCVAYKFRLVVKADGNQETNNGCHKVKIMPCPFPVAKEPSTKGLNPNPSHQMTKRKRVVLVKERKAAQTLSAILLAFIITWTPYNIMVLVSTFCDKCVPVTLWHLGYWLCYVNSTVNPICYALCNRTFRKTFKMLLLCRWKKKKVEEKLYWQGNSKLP
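Test system: CHO-K1 hM5 cells / Doses: single-point, 3 µM nominal / Times: Post-acetylcholine fluorescence recording 140 s / Technique: Fluo-8 calcium fluorescence / Measure: Max/basal fluorescence ratio as % of EC20–EC100 ACh window / Benchmarks: low control EC20 acetylcholine (0%), high control EC100 acetylcholine (100%) / Replicates: one well per compound, no replicates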
M1 PAM parental: counter-screen for M1 PAMs: effect in parental CHO-K1 cells | activation, % at 3 µM | AID 602247 | 360,000 tested, 0.02% active | ATP EC20, Fluo-8 calcium fluorescence; 0% at ATP EC20, 100% at ATP max;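 active = activation above the run cutoff, the mean activation of all test compounds plus 3 SD, cut at about 40% in these data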;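 also: peak over basal fluorescence ratio in a 140 s read after ATP addition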
CHRM4 PAM: potentiates acetylcholine response at human M4 receptor | activation, % at 3 µM | 360,000 tested, 0.4% active | AID 624126 | P08173 | CHO-K1 hM4/Gqi5, Fluo-8 calcium fluorescence, ACh EC20; 0% = ACh EC20, 100% = maximal ACh;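 active = activation above its plate's cutoff, the mean activation of sample wells plus 3 SD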; also: some results filed as inactive read as strong as hits
Target sequence (P08173 whole entry, looked up): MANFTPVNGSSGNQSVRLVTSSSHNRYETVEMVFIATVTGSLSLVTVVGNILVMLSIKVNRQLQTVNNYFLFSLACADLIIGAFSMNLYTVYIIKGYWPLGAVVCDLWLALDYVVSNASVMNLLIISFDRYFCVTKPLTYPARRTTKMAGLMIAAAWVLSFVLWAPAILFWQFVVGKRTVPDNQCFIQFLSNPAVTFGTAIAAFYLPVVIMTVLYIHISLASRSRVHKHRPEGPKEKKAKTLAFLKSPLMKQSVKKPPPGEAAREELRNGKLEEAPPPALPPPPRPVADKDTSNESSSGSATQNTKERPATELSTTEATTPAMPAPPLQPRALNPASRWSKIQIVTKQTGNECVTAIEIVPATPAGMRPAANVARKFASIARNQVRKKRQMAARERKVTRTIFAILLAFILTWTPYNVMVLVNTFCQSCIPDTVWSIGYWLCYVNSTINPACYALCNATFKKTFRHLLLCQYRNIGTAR
CHRM5 antagonist: antagonists of human muscarinic M5 receptor (CHRM5); P08912; CHO-hM5 cells, Fluo-8 calcium fluorescence, ACh EC80; inhibition, % at 3 µM; 360,000 tested, 0.59% active;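 active = inhibition above a per-plate cutoff, the mean of that plate's test compounds plus 3 SD, cut at about 27% in these data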;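 also: 0% = acetylcholine EC80 with DMSO and 100% = DMSO without agonist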
M5 ag: CHRM5 agonism in calcium assay. AID 624037. CHO-K1 hM5 cells, Fluo-8 calcium fluorescence; 0% DMSO wells, 100% maximal acetylcholine response. P08912. 360,000 tested, 0.19% active. activation, % at 3 µM;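 active = activation above the run's mean over test compounds plus 3 SD, cut at about 23% in these data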;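 also: signal is peak over basal fluorescence ratio across the kinetic read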
CRFBP-R2 block: blocks CRF-induced signaling of the CRF-BP/CRF-R2 complex | inhibition, % at 11.8 µM | HEK293 CRF-R2/CRF-BP, CRF-induced calcium fluorescence | 350,000 tested, 0.59% active;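 active = inhibition of the ligand-induced calcium signal above about 50% at the single tested concentration, limit read from the data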
CRFR2-BP ag: agonists of human CRF-binding protein/CRF-R2 receptor complex | 350,000 tested, 0.46% active | activation, % at 13.2 µM | HEK293 CRF-R2/CRF-BP, calcium dye fluorescence (FLIPR); percent of saturating CRF peptide response | AID 588473;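 active = activation of at least 50%, plus an integration ratio under a set limit after plate pattern correction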;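 also: plate controls were neutral control wells without compound for no effect and CRF at EC100 for full effect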
TAAR1 antagonist: human TAAR1 antagonism. 360,000 tested, 1.5% active. inhibition, % at 3 µM. Q96RJ0. CHO RD-HGA16 TAAR1, Fluo-8 calcium fluorescence, antagonist;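 active = inhibition above a per-plate cutoff, the mean inhibition of test compounds on that plate plus 3 SD, cut at about 49% in these data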;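 also: 0% = DMSO plus EC80 beta-PEA response and 100% = DMSO alone without agonist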
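Material: RD-HGA16 CHO cells with stable hTAAR1 and Gα16; Dosing: single nominal final test compound concentration of 3 µM; Schedule: seeding 17-24 h prior, 75-min 37 °C, 30-min RT dye loading; Detection: kinetic Fluo-8 calcium fluorescence measurement; Measure: % inhibition from peak post-agonist over basal fluorescence ratio; Benchmarks: vehicle and agonist controls.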
TAAR1 ag: human TAAR1 agonism; 360,000 tested, 0.99% active; AID 624467; CHO RD-HGA16 TAAR1, Fluo-8 calcium fluorescence; vehicle wells 0%, saturating PEA agonist 100%; activation, % at 3 µM;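 active = activation above the mean activation of all test compounds in the run plus 3 SD, cut at about 38% in these data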
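Test system: RD-HGA16 (CHO) cells co-expressing Gα16 and hTAAR1 / Benchmarks: DMSO vehicle as 0%, PEA at EC100 as 100% / Repeats: no replicates (n 1) / Measure: % activation from peak over basal fluorescence ratio, DMSO-to-PEA scaled / Timing: 17-24 h plating, Fluo-8 75 min 37 °C, 30 min RT / Technique: kinetic Fluo-8 calcium fluorescence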
Starred values were filed as active, the others as inactive; x = not tested or not shown.

molecule	CHRM5 PAM	M1 PAM parental	CHRM4 PAM	CHRM5 antagonist	M5 ag	CRFBP-R2 block	CRFR2-BP ag	TAAR1 antagonist	TAAR1 ag
Cc1nn2c(NCCN(C)C)c3c(nc2c1-c1ccccc1)CCC3	4.9	-18.2	-1.1	-3.7	-9.1	-3.0	-1.5	-32.4	1.5
Cc1ccc2nc(-c3ccc(N4C(=N)SC5CS(=O)(=O)CC54)cc3)sc2c1 (stereo not drawn)	-2.8	-8.8	3.1	4.9	-3.0	-12.0	-2.0	0.9	3.7
Cc1ccc(/C=N/NC(=O)c2sccc2OCc2ccc(F)cc2)cc1	-4.5	14.8	-5.2	5.4	0.5	5.2	6.2	3.6	7.4
O=C(OCC(=O)N1CCCC1=O)c1cccc(S(=O)(=O)N2CCOCC2)c1	32.5*	-13.8	9.3	-1.9	5.7	3.6	0.1	-13.2	0.5
O=C(NC1(C(F)(F)F)NC(=O)N(Cc2ccccc2)C1=O)c1cccnc1 (stereo not drawn)	-6.8	-4.9	-1.3	6.2	-0.6	-11.7	-0.1	7.5	5.3
CCOc1ccc(NC(=O)CN2C(=O)CCSc3ccc(S(=O)(=O)N4CCCC4)cc32)cc1	3.4	11.2	1.0	-10.3	-3.4	-4.5	-1.4	-32.4	4.8
COc1ccccc1CN(C)CC(=O)Nc1ccccc1-c1ccccc1	-2.8	15.9	-8.3	4.0	-6.7	23.5	0.3	10.6	15.5
Cc1ccc(CSc2nc3ccncc3n2CC(=O)Nc2cc(C)cc(C)c2)cc1	0.1	13.2	-0.4	-1.8	-0.5	-6.9	2.6	-8.5	1.2
CC1CCCCN1S(=O)(=O)c1ccc(S(=O)(=O)NCCc2ccncc2)cc1 (stereo not drawn)	-8.3	6.2	-5.8	4.1	5.9	3.4	0.0	3.5	6.2
COc1cccc(NC(=S)N2CCn3cccc3C2c2cccnc2)c1 (stereo not drawn)	3.5	-3.3	7.0	-1.8	-0.8	1.5	-1.3	-8.1	1.5
O=C(CSc1nnc(-c2n[nH]c3ccccc23)n1-c1ccccc1)Nc1cccc(Cl)c1	-5.5	14.4	-8.4	4.2	-1.7	-10.3	8.0	47.7	7.3
Cc1cccc2c1NC(=O)C2=Nc1ccc(Cl)cc1	10.0	-18.0	-3.5	-7.6	6.3	-10.7	-0.8	-3.8	0.5
O=C(COc1ccccc1)NC(=S)Nc1cccc(NC(=O)c2ccccc2Cl)c1	-2.5	3.5	-2.3	-0.5	-4.4	-2.0	5.3	10.8	0.9
COc1ccc(S(=O)(=O)NN=C2CCCCC2)cc1	-1.1	-0.9	1.9	5.8	1.7	3.5	1.1	12.2	3.1
CCOC(=O)c1c(SCCN2CCCC2)n(-c2ccccc2)c(=S)n(-c2ccccc2)c1=O	1.1	21.0	-5.0	9.8	-3.6	-13.1	6.5	-3.7	1.6

Further results.
molecule	CHRM5 PAM	M1 PAM parental	CHRM4 PAM	CHRM5 antagonist	M5 ag	CRFBP-R2 block	CRFR2-BP ag	TAAR1 antagonist	TAAR1 ag
COc1ccccc1NC(=S)NC(NC(=O)CC(C)C)C(Cl)(Cl)Cl (stereo not drawn)	-0.7	10.0	-1.1	2.9	2.9	2.9	-1.1	-15.4	5.7
COc1cc(NC(=O)c2ccccc2Cl)ccc1NC(=O)c1ccco1	3.3	19.8	7.9	-11.0	-9.6	3.2	0.5	-6.0	4.1
COc1cc(CN2CCC(Oc3cc(C(=O)NC4CC4)ccc3OC)CC2)cc(OC)c1	3.6	18.3	5.1	-7.2	-5.6	-2.2	0.8	-11.1	3.1
O=C(NCC1CCOCC1)C1Cc2c(-c3ccccc3Oc3ccccc3)ccnc2O1 (stereo not drawn)	-0.6	10.6	1.9	1.4	0.2	x	x	-28.9	3.9
COc1ccc(C(=O)NCC[N+](C)(C)C)cc1	12.2	11.1	20.2	-15.7	3.5	x	x	-19.6	4.9
CCn1c2ccccc2c2cc(NC(=O)COc3ccccc3OC)ccc21	1.2	14.8	-5.4	6.5	-4.8	-11.8	-1.1	25.0	-0.1
COc1ccccc1N1CCN(CC(O)c2ccc3cc[nH]c3c2)CC1 (stereo not drawn)	-7.2	-7.2	1.9	1.7	-1.2	11.1	0.8	2.3	6.2
CN1CCC(=NNC(=O)CN(c2cccc(Cl)c2)S(C)(=O)=O)CC1	7.5	-10.8	-3.1	-21.1	-1.4	-11.2	-1.0	9.1	4.2
Nc1nc(NCc2c(F)cccc2Cl)nn1-c1ccccc1	1.1	12.6	0.6	-3.6	-1.6	8.2	-0.7	12.1	13.7
N#C/C(C(N)=O)=c1/ccc2c(c1)N1C3=C(CCCC3)CC3CCCCC31N=2 (stereo not drawn)	x	x	x	x	x	23.3	-3.8	38.1	13.3
Cc1cc(C)c(C2C(C#N)=C(N)Oc3n[nH]c(C)c32)cc1CN1CCCC1 (stereo not drawn)	-2.6	-0.1	-9.3	-1.4	-3.7	8.3	-1.1	-8.9	0.2
CC(C)NS(=O)(=O)c1ccc(NC(=O)C(C)OC(=O)CCC2CCCCC2)cc1 (stereo not drawn)	1.8	16.7	-1.9	2.2	3.0	-17.7	-0.6	-0.4	5.9
CC(=O)c1cccc(NC(=O)CCCSc2ccccc2)c1	-6.7	-12.1	-6.1	4.5	0.1	1.3	-0.9	13.7	4.6
O=C(NNC(=O)c1cccs1)c1ccc2ccccc2c1	3.8	5.4	0.8	-2.9	2.5	-1.9	-3.0	14.8	0.5
N/C(Cc1cccs1)=N\OC(=O)COc1ccc(Br)cc1Cl	-9.5	7.9	-5.2	1.4	-6.5	2.8	0.3	39.7	-0.9

The results go on.
molecule	CHRM5 PAM	M1 PAM parental	CHRM4 PAM	CHRM5 antagonist	M5 ag	CRFBP-R2 block	CRFR2-BP ag	TAAR1 antagonist	TAAR1 ag
NS(=O)(=O)c1ccc(N=Nc2c(O)ccc3ccccc23)cc1	1.2	-8.9	-3.6	4.0	-0.7	4.3	-1.7	-1.2	-0.7
O=C(CN1CCCC1)Nc1ccccc1Sc1ccccc1	1.1	17.1	-15.2	2.1	-19.4	-66.8	52.5*	-27.4	0.3
Cc1ccc(C2CC(c3cccc(Cl)c3)n3nc(N)nc3N2)cc1 (stereo not drawn)	-4.5	11.9	-2.0	0.2	9.9	-28.3	36.1	17.3	11.8
COc1ccc(N2C(=O)/C(=C/c3cccnc3)NC2=S)cc1	-2.0	18.5	2.4	10.2	-0.4	11.0	-0.1	-6.3	-0.8
CN(c1cccc(NC(=O)CN(c2cccc(Cl)c2)S(=O)(=O)c2ccccc2)c1)S(C)(=O)=O	-3.7	22.5	-13.3	9.3	-4.3	0.7	-0.2	43.2	10.9
O=C(NCCO)/C(=C/c1ccc2c(c1)OCO2)NC(=O)c1ccc(Br)cc1	-11.2	1.1	6.4	-1.4	-7.0	10.2	-0.6	-12.4	8.8
Cc1nc2cc(NS(=O)(=O)c3cccc4cccnc34)ccc2s1	-4.0	18.2	-1.9	3.0	5.8	-7.4	0.8	8.7	10.0
COc1ccc(CN2CC(=O)N(c3cc(Cl)ccc3C)C2=S)cc1OC	-5.8	10.2	-1.4	5.2	-1.4	-13.2	0.6	-16.0	1.0
Cc1cc(C)cc(-n2c3nc4ccccc4nc3c3c(=O)n(Cc4ccco4)cnc32)c1	2.1	3.0	-4.1	5.5	-1.2	1.1	-0.5	-14.3	-0.9
Cc1ccc(CSc2ncnc3onc(C)c23)cc1	-15.2	6.4	-13.9	7.1	-2.7	32.7	0.8	10.2	3.2
Cc1ccc(CNC(=O)c2ccc(N3CCC4(CC3)CC(c3cccc(Br)c3)=NO4)c(NC(=O)c3cccc(C)c3)c2)cc1	1.9	21.1	8.1	5.7	3.1	-3.8	1.6	-7.4	1.1
CC[C@@H]1C(c2ccccc2)=NN(c2ccc(Br)cc2)[C@H]1C(=O)N1CCOC1=O	1.5	9.6	-5.6	-6.9	-1.6	0.5	-2.4	-10.9	-0.8
COc1ccc(Cl)cc1NC(=O)CSc1ncnc2c1oc1ccccc12	-3.5	35.7	-0.2	3.6	-1.7	3.1	-0.6	-4.5	8.6
CNc1nc(-c2c(C)n(C)c3ccc(OC)cc23)cs1	-2.0	8.4	-3.3	4.5	-2.0	4.1	-1.0	-13.3	-0.3
CC1CN(S(=O)(=O)c2cc(C(=O)N(CCc3ccccc3)Cc3ccccc3)ccc2Cl)CC(C)O1 (stereo not drawn)	-14.6	-2.9	-7.6	9.4	-5.0	24.8	2.5	38.5	-0.1

One compound at a time (already shown). Screens in order: CHRM5 PAM, M1 PAM parental, CHRM4 PAM, CHRM5 antagonist, M5 ag, CRFBP-R2 block, CRFR2-BP ag, TAAR1 antagonist, TAAR1 ag
Cc1ccc(C2CC(c3cccc(Cl)c3)n3nc(N)nc3N2)cc1 (stereo not drawn) in the list: -4.5, 11.9, -2.0, 0.2, 9.9, -28.3, 36.1, 17.3, 11.8
Cc1nc2cc(NS(=O)(=O)c3cccc4cccnc34)ccc2s1 in the list: -4.0, 18.2, -1.9, 3.0, 5.8, -7.4, 0.8, 8.7, 10.0

Continued:
molecule	CHRM5 PAM	M1 PAM parental	CHRM4 PAM	CHRM5 antagonist	M5 ag	CRFBP-R2 block	CRFR2-BP ag	TAAR1 antagonist	TAAR1 ag
CCCCOc1ccc(C(=O)NCC(=O)NCCCn2nc(C)cc2C)cc1	4.2	19.7	1.6	-5.5	2.5	2.1	1.0	-10.0	-1.7
CN(C)c1ccc(N=Nc2ccccc2C(=O)OCC(=O)N(C)C2CCCCC2)cc1	5.6	15.3	10.8	-0.3	-2.4	-18.7	-3.0	-28.9	2.1
O=C(COC(=O)CCC(=O)c1cccs1)Nc1cc(S(=O)(=O)N2CCOCC2)ccc1Cl	-3.4	3.5	-12.2	2.4	0.1	-0.7	1.0	3.1	11.1
O=C1C=C(c2cccc(CO)c2)C[C@@H](c2ccc3c(c2)OCO3)C1	-3.3	-9.2	-4.8	4.4	4.4	1.8	-1.5	19.0	4.4

Compounds were not picked by outcome; any-hit rate near 4.2%.
